p47phox inh: blocks human p47phox regulatory protein of NADPH oxidases | p47phox/p22phox peptide binding, fluorescence polarization, 2 h | hit rate 0.53% among 220,000 | inhibition, % at 24.7 µM | P14598;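 active = inhibition above about 30%, limit read from the data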;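 also: 0% = p47phox with labelled peptide and 100% = labelled peptide alone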
Target sequence (P14598 whole entry, looked up): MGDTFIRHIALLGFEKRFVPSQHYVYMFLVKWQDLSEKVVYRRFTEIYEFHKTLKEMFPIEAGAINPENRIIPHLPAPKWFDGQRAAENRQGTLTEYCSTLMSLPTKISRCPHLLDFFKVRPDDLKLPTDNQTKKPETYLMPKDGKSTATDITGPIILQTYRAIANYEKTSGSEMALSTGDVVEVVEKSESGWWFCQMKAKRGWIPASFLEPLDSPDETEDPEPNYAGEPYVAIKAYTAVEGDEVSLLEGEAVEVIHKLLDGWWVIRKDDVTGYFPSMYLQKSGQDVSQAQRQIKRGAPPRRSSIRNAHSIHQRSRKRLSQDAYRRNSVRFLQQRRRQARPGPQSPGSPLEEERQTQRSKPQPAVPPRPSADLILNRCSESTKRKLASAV
Runt-CBFb FRET: inhibitors of human RUNX1 Runt domain binding to CBFb; Q01196+Q13951; Cerulean-Runt/Venus-CBFb FRET ratio 530/480, 1 h; inhibition, % at 20 µM; hit rate 0.46% among 220,000; AID 1496;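 active = inhibition over about 50% at 20 µM in the single-dose screen, limit read from the data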;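 also: 0% = DMSO wells and 100% = excess unlabeled CBFb competitor control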
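System: Cerulean-labeled Runt domain protein | Quantity: 100 nM of each labeled protein | Schedule: 1 h compound exposure, room temperature | Detection: Fluorescence energy transfer, 422 nm excitation, 530/480 nm emission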
EBV gp42 inh: inhibitors of Epstein-Barr virus glycoprotein 42 | Q1HVG2 | Fluorescence polarization binding assay, mP read-out | inhibition, % (tested at 21.74 µM) | hit rate 0.42% among 220,000; in the data active = inhibition above about 50%
Target sequence (Q1HVG2 whole entry, looked up): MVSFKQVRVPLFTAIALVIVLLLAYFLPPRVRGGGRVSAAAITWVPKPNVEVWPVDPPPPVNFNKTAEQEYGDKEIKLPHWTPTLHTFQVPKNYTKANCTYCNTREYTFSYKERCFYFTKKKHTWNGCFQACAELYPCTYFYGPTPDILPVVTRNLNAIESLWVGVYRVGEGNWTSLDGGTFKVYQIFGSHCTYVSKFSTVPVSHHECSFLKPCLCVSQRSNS
p97 inhibitor: blocks human p97 ATPase activity. recombinant p97 ATPase, Kinase-Glo ATP luminescence, 3 h. P55072. inhibition, % at 8 µM. AID 1481. hit rate 0.42% among 220,000; in the data active = inhibition above about 15%;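 also: 0% = DMSO vehicle and 100% = wells lacking enzyme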
Furin inhibitor: human furin inhibition. P09958. purified furin, fluorogenic substrate cleavage. inhibition, % at 30 µM. hit rate 0.061% among 220,000; in the data active = inhibition above about 25%; also: inactives centre near -15
TbHK1 inh: blocks Trypanosoma brucei hexokinase 1 activity; recombinant TbHK1, G6PDH-coupled NADH A340; hit rate 0.11% among 220,000; inhibition, % at 10 µM;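 active = inhibition of 50% or more in the single-dose primary screen; inactive = inhibition below 50%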
m-calpain inh: inhibitors of pig calpain II. hit rate 0.37% among 220,000. purified calpain II, fluorogenic peptide substrate, 30 min. inhibition, % at 16 µM;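 active = inhibition above about 50%, limit read from the data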
Runt-SMMHC FRET: blocks binding of human RUNX1 Runt domain to CBFb-SMMHC; inhibition, % at 20 µM; hit rate 0.74% among 220,000; Cerulean-Runt/Venus-CBFb-SMMHC FRET ratio 530/480, 1 h; AID 1434;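 active = mean inhibition across duplicate retests at 20 µM reaching about 50%, limit read from the data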;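 also: 0% = DMSO wells and 100% = wells with excess untagged CBFb-SMMHC; inhibitors lower the FRET ratio by blocking Runt binding to CBFb-SMMHC; some results filed as inactive read as strong as hits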
RBBP9 inh: inhibitors of human serine hydrolase RBBP9; O75884; inhibition, % at 7.94 µM; hit rate 0.2% among 220,000; recombinant RBBP9, FP-Rh probe fluorescence polarization; AID 1515;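 active = inhibition above the campaign mean of all tested compounds plus 3 SD, cut at about 14% in these data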;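 also: plate controls were DMSO wells with RBBP9 for no effect and wells lacking RBBP9 protein for full effect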
Target sequence (O75884 whole entry, looked up): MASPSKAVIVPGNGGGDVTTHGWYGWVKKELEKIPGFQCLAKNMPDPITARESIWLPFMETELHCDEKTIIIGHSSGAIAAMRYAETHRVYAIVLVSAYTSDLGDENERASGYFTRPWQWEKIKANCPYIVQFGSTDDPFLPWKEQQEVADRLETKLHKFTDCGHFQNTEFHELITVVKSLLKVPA
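Assay system: recombinant human RBBP9; Reagent: Serine-hydrolase probe FP-Rh, 375 nM pre-mixing; Doses: 7.94 µM single dose, 0.794% DMSO; Incubation: 30 min then 45 min, 25 °C; Detection: fluorescence polarization (mP), excitation 525 nm, emission 598 nm; Evaluation: percent inhibition from mP, scaled between DMSO and no-protein wells.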
An asterisk follows results filed as active; [ ] = remark or other dose.

SMILES	p47phox inh	Runt-CBFb FRET	EBV gp42 inh	p97 inhibitor	Furin inhibitor	TbHK1 inh	m-calpain inh	Runt-SMMHC FRET	RBBP9 inh
CCC(=O)NC(=S)Nc1ccccc1F	-13	0	10	-9	-16[20 µM]	2	13	0	-2
CN1C(=O)C2(c3ccccc31)c1c(oc3ccccc3c1=O)C(=O)N2CCCO (stereo not drawn)	-12	0	-14	5	-17	-2	-19	0	-1
CCCn1c(-c2ccc(OC)cc2)nc2ccccc21	-11	0	-5	0	-30	-7	2	0	-5
O=C(C1CCCN(S(=O)(=O)c2cccs2)C1)N1CCC(N2CCCCC2)CC1 (stereo not drawn)	-42	0	-9	5	-19	-7	1	2	1
COCCOc1ccc(C(F)(F)F)cc1NC(=O)COC(=O)c1c(C)noc1C	-8	2	7	1	-11	-1	25	1	-7
CC(=O)NCC(=O)OCN1C(=O)c2ccccc2C1=O	-15	-1	-19	3	4[20 µM]	1	-3	0	-2
COCCN1Cc2cccc(C(=O)Nc3ccccc3OC)c2C1=O	-12	1	-8	6	-16	-4	-12	1	-4
C#CC(C)(C)NC(=O)c1sccc1Oc1ccc(F)cc1[N+](=O)[O-]	-2	-1	-13	-5	-3	-7	-8	2	-2
CCOC(=O)C1C(=O)C=C(c2ccc(C)cc2)CC1c1ccco1 (stereo not drawn)	1	10	0	-5	-18[20 µM]	-6	10	10	-9
Cn1c(NNC(=O)C(c2ccccc2)c2ccccc2)cc(=O)n(C)c1=O	-4	9	-7	-1	-13	4	22	16	-5
COc1cccc(N2CC(C(=O)NC3CCCCC3)CC2=O)c1 (stereo not drawn)	4	-2	-3	-3	-17	6	-7	2	-5
Cc1ccc(NC(=O)CN2CCc3ccccc3C2)cc1S(=O)(=O)N1CCOCC1	0	-4	-17	2	-14	-13	-8	-8	-7
Cc1ccc(OCCOC(=O)c2sc(=S)n(C)c2C)cc1	-18	-1	10	-10	-8	-1	21	3	-3
CC1=C(C(=O)Nc2ccccn2)C(c2ccc(Br)cc2)n2ncnc2N1 (stereo not drawn)	-8	17	0	5	-15	4	-33	2	-3
CCOc1ccc(-c2nc(N)nc(C)c2-c2ccc(OC)c(OC)c2)c(O)c1	5	-2	11	6	-7	0	-11	0	-7
COc1ccc(N(C(=O)c2ccc(Cl)cc2)C2=CC3CCC(C2)N3C)cc1 (stereo not drawn)	-3	1	-14	1	-23[20 µM]	9	-30	0	7
Cc1ccc(S(=O)(=O)NN2C(=O)c3ccccc3NC2c2ccco2)cc1 (stereo not drawn)	2	2	2	6	-30	-9	-254	2	-4
COc1ccc(CC(=O)OCC(=O)NCCc2ccccc2)cc1OC	1	-1	7	5	-11	2	-7	3	0
O=C(Nc1ncccn1)C1CCCCC1	8	2	-12	4	-33	-1	-24	4	-2
Cc1cc(C)[n+](C)n1CC(O)Cn1c2ccccc2c2ccccc21 (stereo not drawn)	-13	-8	-31	0	-37	-4	9	3	-3
Fc1ccc(COc2ccc(-c3nnco3)cc2)cc1	-17	-1	-5	-5	-13	-5	-18	1	-11
COc1ccc(C(=O)/C=C/C(=O)N(Cc2ccccc2)C(C(=O)NC2CCCCC2)c2ccncc2)c(O)c1 (stereo not drawn)	-7	-8	16	2	-7	2	-15	0	0
CC12CN3CC(C)(CN(C1)C3c1ccc3ccccc3c1O)C2=O (stereo not drawn)	1	5	-6	4	-16	-10	27	11	3
CCN(C(=O)CSc1nnc(Cn2nnc3ccccc32)o1)c1nc(C)cs1	0	22	-19	-1	-21[20 µM]	5	-5	10	-3
COC(=O)c1ccc(NC(=O)COc2ccc(S(=O)(=O)NC(C)(C)C)cc2)cc1	-11	-3	-13	-1	-21	3	2	-3	-3

(continued)
SMILES	p47phox inh	Runt-CBFb FRET	EBV gp42 inh	p97 inhibitor	Furin inhibitor	TbHK1 inh	m-calpain inh	Runt-SMMHC FRET	RBBP9 inh
COC(=O)c1c(NC(=O)c2cccs2)sc2c1CCC(C)C2 (stereo not drawn)	-20	-2	-15	2	-16	-5	-91	4	-1
COc1ccccc1Cn1[nH]nnc1=S	-16	5	-23	5	-13	-6	-5	5	-10
CCOc1ccccc1C1C(C#N)=C(SCC(=O)OC)NC(=O)C1C(=O)OC (stereo not drawn)	-5	-1	3	2	-25	-8	7	1	-5
CCOC(=O)c1c(N)sc2c1CCCC2=O	-11	0	-10	5	-1	-56	6	-4	3
O=C(Nc1ccc(F)cc1F)c1cccn1-c1ncc(C(F)(F)F)cc1Cl	-5	0	0	-3	-9[20 µM]	-8	20	-4	1
O=C(Cc1ccc(Cl)cc1)N/N=C/c1c(Cl)cccc1Cl	1	-1	3	-3	3	28	15	1	-4
Cc1ccc2c(c1)N(CC(=O)N(Cc1ccc3c(c1)OCO3)CC1CCCO1)C(=O)C(C)O2 (stereo not drawn)	-9	-3	0	1	-27	6	-18	-1	-4
CCn1cc(C(=O)N2CCN(c3ccccc3F)CC2)c(=O)c2ccc(C)nc21	3	4	-10	3	-12	-27	-1	-2	-2
O=C(CCC1CCCC1)Nc1ccc(C(=O)NCc2cccnc2)cc1	4	-3	-4	1	-20	-5	15	-2	-5
O=C(c1cc2c(s1)CCCCC2)N1CCN(c2ncccn2)CC1	-5	2	-9	-8	-10[20 µM]	2	-26	2	-7
COc1cccc(C(=O)Nc2ncc3c(n2)CC(C)(C)CC3=O)c1	3	-2	-1	-3	-10	5	-51	0	-2
Cc1ccc(S(=O)(=O)n2nc(-c3ccco3)nc2N)cc1	-8	3	-3	6	-24	-4	-8	-3	4
OCC1(CCOc2ccccc2)CCN(Cc2nc3ccc(F)cc3[nH]2)CC1	-4	0	-17	0	-11	-2	-12	2	3
CC(C)N(C(=O)CSc1nc2c([nH]1)c(=O)n(C)c(=O)n2C)c1ccccc1	-7	0	-17	-2	-28	-1	-24	1	1
CCCN1C2=NS(=O)(=O)CCN2c2ccccc21	-17	2	-23	6	-21	0	11	-7	-9
CC(=O)N1CCCc2cc(S(=O)(=O)NC(C(=O)NC(C)c3ccccc3)C(C)C)ccc21 (stereo not drawn)	1	-2	-13	0	-23	-9	16	0	-3
CCOc1ccc(C(=O)NC(C(=O)NCc2ccccc2OC)C(C)C)cc1 (stereo not drawn)	-12	-1	0	-2	-18	1	10	-3	6
Cc1ccc(NNC(=O)c2ccno2)cc1Cl	-4	1	-3	-4	4	-2	8	-3	-5
Cc1ccccc1CSc1nnc2ccc(-c3ccncc3)nn12	-4	-1	5	-6	-4	3	7	2	-9
O=C1CC(c2ccccc2)n2nc(NC(=O)c3ccccn3)nc2N1 (stereo not drawn)	-5	0	-1	-2	-12	5	-8	2	-11
O=C(Nc1ccc(F)cc1)C(c1ccccc1)N1CCN(S(=O)(=O)c2ccc3ccccc3c2)CC1 (stereo not drawn)	-27	-1	-29	7	8	-5	-31	1	-10
CCOC(=O)c1cc(-c2ccccc2)n(CC(=O)Nc2ccc(OC)cc2)c1C	-8	2	-15	5	-5	18	-2	1	5
CCc1cccc(NC(=O)CSCc2cc(=O)[nH][nH]2)c1	-4	1	1	0	-17[20 µM]	-6	-4	1	-2
COc1ccccc1N=NC1=C(O)CC(C)(C)CC1=O	-5	-10	-24	4	9	-8	5	-13	-6
Cc1ccc2c(c1)N(CCC(=O)NCC1CCCO1)C(=O)CO2 (stereo not drawn)	-11	2	-12	0	-24	-4	-29	-2	-12

Record cards, from the list above. Order of values: p47phox inh	Runt-CBFb FRET	EBV gp42 inh	p97 inhibitor	Furin inhibitor	TbHK1 inh	m-calpain inh	Runt-SMMHC FRET	RBBP9 inh
Cc1ccc(OCCOC(=O)c2sc(=S)n(C)c2C)cc1 reads -18	-1	10	-10	-8	-1	21	3	-3
O=C(c1cc2c(s1)CCCCC2)N1CCN(c2ncccn2)CC1 reads -5	2	-9	-8	-10[20 µM]	2	-26	2	-7

The main list resumes with the 6 entries that preceded the break.
SMILES	p47phox inh	Runt-CBFb FRET	EBV gp42 inh	p97 inhibitor	Furin inhibitor	TbHK1 inh	m-calpain inh	Runt-SMMHC FRET	RBBP9 inh
O=C1CC(c2ccccc2)n2nc(NC(=O)c3ccccn3)nc2N1 (stereo not drawn)	-5	0	-1	-2	-12	5	-8	2	-11
O=C(Nc1ccc(F)cc1)C(c1ccccc1)N1CCN(S(=O)(=O)c2ccc3ccccc3c2)CC1 (stereo not drawn)	-27	-1	-29	7	8	-5	-31	1	-10
CCOC(=O)c1cc(-c2ccccc2)n(CC(=O)Nc2ccc(OC)cc2)c1C	-8	2	-15	5	-5	18	-2	1	5
CCc1cccc(NC(=O)CSCc2cc(=O)[nH][nH]2)c1	-4	1	1	0	-17[20 µM]	-6	-4	1	-2
COc1ccccc1N=NC1=C(O)CC(C)(C)CC1=O	-5	-10	-24	4	9	-8	5	-13	-6
Cc1ccc2c(c1)N(CCC(=O)NCC1CCCO1)C(=O)CO2 (stereo not drawn)	-11	2	-12	0	-24	-4	-29	-2	-12
CCOC(=O)C1(Cc2cccc(Cl)c2)CCCN(C2CCN(C(C)=O)CC2)C1 (stereo not drawn)	-26	2	-10	-1	-23	-12	-11	-1	-6
Cc1ccccc1Oc1nc(-c2ccccn2)nc2ccccc12	11	1	8	0	-10	-7	-11	0	0
CC1=CCC(C(=O)O)(C(=O)N/N=C/c2cccnc2)C(c2ccccc2)C1 (stereo not drawn)	-3	-2	-13	4	-16	-6	8	3	-3
Cc1ccc(NC(=O)c2cn(CCC#N)nc2-c2cccs2)c([N+](=O)[O-])c1	1	4	4	-4	-18	1	30	5	-7
C=C(C)CN(CC)c1nc(N)c2c(N)nc3c(c2c1C#N)CC(=O)N3C12CC3CC(CC(C3)C1)C2	-25	-1	-5	3	-18[20 µM]	-13	-146	-1	-1
COc1ccc(C(=O)OCCc2ccc(O)cc2)cc1	-3	-3	-9	1	-16	1	-6	1	-4
COC(=O)c1ccccc1NC1CC(=O)N(c2c(C)cccc2C)C1=O (stereo not drawn)	-6	6	-18	0	-35[20 µM]	-16	-404	-5	1
CCC(=O)Nc1cc(-c2nn3c(C)nnc3s2)ccc1C	-1	0	-14	3	0	-1	-26	0	-6
Cc1[nH]c2c(ccc3ccccc32)c1C1C(CCN)C1(C)C (stereo not drawn)	60*	-2	-5	2	-13[20 µM]	-9	-31	3	-1
CCCc1cc(=O)n2[nH]c(-c3ccco3)nc2n1	-5	2	-1	2	-17[20 µM]	-5	20	3	3
O=c1cc(O)c2ccccc2n1Cc1ccccc1	-8	7	-2	1	-28	3	-27	8	-8
CCCCn1c(=O)n(C)c(=O)c2c(C(F)(F)F)cc(-c3ccncc3)nc21	2	-3	-10	-2	-19	-16	-166	2	-7
COCCn1c(SCC(=O)Nc2ccc3c(c2)OCCO3)nc2c(c1=O)SC(C)C2 (stereo not drawn)	-7	-1	-1	6	-13	-7	12	8	-4
COc1cccc(NC(=O)Cn2c(=O)n(-c3ccccc3)c(=O)c3sccc32)c1	-1	-4	-12	3	-7	1	39	1	0
CCN1CCc2nc(SCC(=O)Nc3ccc(OC)cc3)c(C#N)cc2C1	0	21	-7	3	-12	-1	-24	94*	10
Cc1[nH]nc2c1C1(C(=O)N(Cc3ccc(Cl)cc3)c3ccccc31)C(C#N)=C(N)O2 (stereo not drawn)	-15	-2	-3	2	-20[20 µM]	-13	-15	0	-9
CC(C)(C)NC(=O)CN(C(=O)CN1C(=O)C(=O)c2ccccc21)C(C)(C)C	-1	-1	-10	0	-13	-3	-20	1	-7
Cc1ccc(C2(CC(=O)N3CCCC3)CCOC(C(C)C)C2)cc1 (stereo not drawn)	-2	0	-17	-1	-14[20 µM]	-9	-1	-5	-1
COc1ccc(C(=O)Nc2ccccc2C(=O)N/N=C/c2ccncc2)cc1OC	-13	3	-9	-81	-11	-23	-5	0	-9

High-throughput results from PubChem BioAssay.
